esBAF inh: Bmi1 luciferase reporter increase in mESCs, primary screen, esBAF inhibitor project, mouse ES cells, Bmi1 luciferase knock-in, single point; 24 h; 100% = twice the neutral-well signal; reporter increase, % at 12.5 µM; 350,000 tested, 2% active; AID 602393, 2012; in the data active = activation above about 40%; inconclusive = no clear call, values can overlap the other calls;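 also: 0% = median of the plate's neutral control wells and 100% = double that signal; a rise in the Bmi1 reporter signal indicates esBAF inhibition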
EWS-Fli inh: EWS/Fli-driven NR0B1 reporter inhibitors, primary screen, A673 cells, NR0B1 luciferase, luminescence, MLPCN library. viability-normalised. inhibition, % at 12.6 µM. 350,000 tested, 0.67% active. AID 651661, 2012;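 active = mean inhibition of at least 50% after viability correction, with every replicate also passing that limit; inconclusive = mean reaches 50% but only one of two replicates passes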;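 also: firefly luciferase signal divided by Alamar Blue viability fluorescence both relative to DMSO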
E-sel inducer: E-selectin induction in HUVECs, primary screen, imaging, HUVEC, immunofluorescence imaging, single point; P16581; normalized: neutral wells 0, TNF-alpha wells 100; activation, % at 7.58 µM; 260,000 tested, 0.37% active;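 active = mean E-selectin-positive cell signal at least 10% of the positive control, reached in at least 60% of replicates, without over 20% cell loss; inconclusive = no rule given, readout overlaps actives, possibly toxicity-flagged; inactive = the rest, including those meeting only one limit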;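 also: in these data hits start at about 27%; measured in HUVEC primary endothelial cells; signal is the percent of cells scored E-selectin positive by PE staining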
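Test system – human umbilical vein endothelial cells (HUVEC), E-selectin induction · Input – 3,000 HUVEC seeded per well · Buffer or medium – EGM-2, gelatin · Compound dosing – single-point compound dose · Detection – immunofluorescence imaging · Measure – percent E-selectin-positive cells · Controls – TNF-alpha high, DMSO low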
RAD54 branch: inhibitors of human RAD54 branch migration, primary screen, biochemical, fluorescence, single point | 360,000 tested, 0.14% active | inhibition, % at 10.4 µM | DNA repair and recombination protein RAD54-like (Homo sapiens), Q92698 | RAD54 Holliday junction branch migration, FAM/BHQ fluorescence;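 active = mean normalized replicate activity at least 40 and at least half of replicates scoring 40 or more; inconclusive = only one of the two criteria met; inactive = mean below 40 and under half of replicates reaching 40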;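 also: 0% = median of neutral control wells and 100% = median of positive control wells; inhibitors cause a drop in the FAM fluorescence signal; in these data hits start at about 50%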
Xi reactivation: activators of inactive X chromosome reactivation, primary screen, imaging, XiGFP fibroblasts, GFP high-content imaging, set 2; XiGFP mouse fibroblasts, % GFP-positive cells imaging, 3 d; cells co-treated with 5-aza-dC sensitizer; scaled so ellipticine positive control = 100%; activation, % at 7.58 µM; 360,000 tested, 0.055% active; AID 743238, 2013;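 active = mean normalized replicate activation at least 10% and every replicate at or above 10%; inconclusive = only one of the two criteria met; inactive = mean below 10% and not all replicates reach 10%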;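 also: 0% = median of on-plate neutral control wells and 100% = ellipticine 6 µM median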
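System: SV40-immortalized XiGFP fibroblast cells, line 68-5-11 / Incubation: 3-day compound exposure, then 15 min fixation at room temperature / Compound: single concentration per compound, delivered by pin transfer / Buffer or medium: DMEM plus 5-aza-dC sensitizer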
RAD52 anneal inh: RAD52 DNA annealing inhibitors, primary screen, biochemical, FRET, single point, set 2; DNA repair protein RAD52 homolog (Homo sapiens), P43351; recombinant RAD52 DNA annealing, FRET fluorescence; inhibition, % at 18.7 µM; 360,000 tested, 0.46% active; AID 651710, 2012;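 active = every replicate showing at least 50% inhibition; inconclusive = mean inhibition at least 50% but not in every replicate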
Target sequence (P43351 whole entry, looked up): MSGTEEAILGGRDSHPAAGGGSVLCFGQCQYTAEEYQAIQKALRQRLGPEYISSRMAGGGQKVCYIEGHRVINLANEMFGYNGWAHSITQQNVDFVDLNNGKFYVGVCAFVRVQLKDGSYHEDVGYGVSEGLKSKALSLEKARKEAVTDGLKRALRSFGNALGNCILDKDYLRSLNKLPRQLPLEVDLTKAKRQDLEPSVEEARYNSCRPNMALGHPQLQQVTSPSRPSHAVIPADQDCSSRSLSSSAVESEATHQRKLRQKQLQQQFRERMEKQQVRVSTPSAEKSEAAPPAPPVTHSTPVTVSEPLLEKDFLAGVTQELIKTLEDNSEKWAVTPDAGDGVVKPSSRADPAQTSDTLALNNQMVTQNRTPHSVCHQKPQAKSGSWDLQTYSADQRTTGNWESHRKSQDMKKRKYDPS
FN deposition inh: inhibitors of fibronectin matrix deposition, primary screen, AH1F cells, Alexa488-fibronectin fluorescence, plate reader | AH1F fibroblasts, overnight | inhibition, % at 12.6 µM | 350,000 tested, 0.086% active | AID 743247, 2014;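 active = mean inhibition across replicates of 30% or more, regardless of how many single replicates reach that level; inconclusive = mean under 30% yet at least half of replicates reach 30%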;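 also: positive control wells lacked labelled fibronectin entirely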
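Assay system: AH1F fibroblasts / Quantity: 10000 cells per well / Medium: DMEM plus 2% serum, read in PBS / Reagent: labelled fibronectin 24 nM / Dosing: single dose, pinned / Times: 1 h cell attachment, overnight exposure to compound and label / Signal: fluorescence, ex 485 nm, em 525 nm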
S100A4 MyoIIA: inhibitors of S100A4-myosin IIA peptide binding, primary screen, biochemical, fluorescence polarization, TAMRA-MyoIIA peptide; 360,000 tested, 0.14% active; inhibition, % at 10.7 µM; Protein S100-A4 (Homo sapiens), P26447; AID 652163, 2013;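 active = mean inhibition of at least 70% across replicates, with every replicate also reaching that level; inconclusive = mean inhibition reaches 70% but some replicates fall short; inactive = mean inhibition below 70%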
Target sequence (P26447 whole entry, looked up): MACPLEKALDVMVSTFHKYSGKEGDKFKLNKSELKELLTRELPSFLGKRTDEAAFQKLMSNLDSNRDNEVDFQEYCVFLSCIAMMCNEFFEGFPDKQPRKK
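Test system – S100A4 monomer (human) · Compound – single-point compound testing · Schedule – 5 min incubation before reading · Probe or stimulus – TAMRA-labelled myosin IIA heavy-chain peptide probe, 5 nM · Benchmarks – neutral control DMSO, positive control TFP · Medium – Calcium-containing HEPES buffer, pH 7.2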
* marks the source's active call; other numbers are inactive results; ? = inconclusive; . = not tested or not shown.

SMILES | esBAF inh | EWS-Fli inh | E-sel inducer | RAD54 branch | Xi reactivation | RAD52 anneal inh | FN deposition inh | S100A4 MyoIIA
COc1ccc(C(CC(=O)N2CCOCC2)c2c(OC)cc(OC)c3c(-c4ccccc4)cc(=O)oc23)cc1 (stereo not given) | -1.4 | -2.2 | -0.2 | 0.8 | 0.2 | -21.8 | -17.1 | 0.1
CO[C@@H]1CN(C)C(=O)c2cc(NC(=O)c3ccc(F)cc3)ccc2OC[C@@H](C)N(C)C[C@@H]1C | -3.3 | -1.6 | -0.2 | 3.1 | 0.0 | -2.1 | -2.1 | -7.6
COc1ccccc1CCc1nnc(CCC(=O)NCCC2CCCCO2)o1 (stereo not given) | 0.8 | -4.9 | 0.7 | 4.6 | 0.0 | 19.5 | 0.2 | 2.0
C[C@@H]1CN([C@@H](C)CO)C(=O)Cc2cc(NC(=O)Nc3ccc4c(c3)OCO4)ccc2O[C@H]1CN(C)S(C)(=O)=O | . | . | -1.5 | . | 0.0 | -4.7 | . | -1.7
CCOC(=O)N1CCN(C(=O)CSc2nnc(COc3ccccc3)o2)CC1 | -4.0 | 5.3 | -0.2 | -3.5 | 0.0 | -9.5 | -3.6 | -1.0
O=C(c1ccco1)N1CCN(C(=O)c2ccccc2[N+](=O)[O-])CC1 | . | 5.1 | . | . | 0.0 | -2.8 | -5.3 | -20.0
C=CCNC(=O)/C(C#N)=C\c1cc(Cl)c(O)c(OCC)c1 | 7.3 | . | . | -2.1 | 0.3 | . | -0.6 | .
CCCC(C)C(=O)Nc1cc([N+](=O)[O-])ccc1F (stereo not given) | . | 8.6 | -1.1 | 5.0 | -0.2 | 12.9 | 10.6 | -2.2
CCOc1ccc(/C=N/NC(=O)c2ccccc2C)cc1CN1CC2CC(C1)c1cccc(=O)n1C2 (stereo not given) | 16.2 | 0.7 | . | -14.9 | . | -5.9 | . | 93.8*
CC(=O)N(C)C[C@@H]1Oc2cc(-c3ccc(F)cc3)ccc2S(=O)(=O)N([C@H](C)CO)C[C@H]1C | 0.8 | 6.7 | ? | 7.9 | -0.5 | 4.2 | . | -2.5
O=C(Cc1ccccc1)N1CC(=O)N2[C@H](CO)[C@@H](c3ccc(-c4cccc(F)c4)cc3)[C@H]2C1 | . | 0.9 | -0.2 | . | 0.1 | -80.7 | . | 5.4
Cc1c(C(=O)OCC(=O)NCc2ccco2)cccc1[N+](=O)[O-] | 2.4 | -1.9 | -0.3 | 9.7 | 0.0 | 3.2 | 3.2 | -7.2
Cc1cc(/C=C2/NC(=O)NC2=O)c(C)n1C | . | 8.3 | . | . | 0.0 | -7.3 | . | -2.1
Cn1ccc(/C=N/N=C2/NC(=O)CS2)n1 | . | -2.3 | 0.1 | -3.8 | 0.0 | -3.8 | -8.4 | 2.1
CCCC(=O)NCCCc1nc2ccccc2n1C(C)C | 5.9 | -0.8 | . | 1.1 | 0.0 | -11.0 | 3.4 | -3.2
O=C(C[C@H]1CC[C@H]2[C@@H](COC[C@H](O)CN2Cc2ccc(C(F)(F)F)cc2)O1)NCCc1ccccc1 | -5.2 | . | 0.0 | -7.6 | 0.1 | 10.8 | -1.3 | 0.0
COc1ccc(NC(=O)Cn2nnc(C(=O)Nc3ccc(F)c(Cl)c3)c2N)cc1OC | -4.5 | -5.2 | . | 4.4 | 0.0 | -6.2 | -7.9 | -1.4
O=C(NCc1nnc(SCc2ccc(F)cc2)n1-c1ccccc1)C12CC3CC(CC(C3)C1)C2 | . | 4.6 | . | . | -0.1 | -4.7 | -2.9 | 1.7
Cc1ccc(S(=O)(=O)N2C[C@H]3C(=O)C[C@@H]4C(=O)N(c5ccccc5)C(=O)[C@@H]4[C@@H]3C[C@H]2c2cccc(Cl)c2)cc1 | -3.0 | 0.8 | . | 4.0 | 0.0 | -23.2 | . | -3.4
O=C(O)C[C@H]1CC[C@@H](NC(=O)c2ccncc2)[C@@H](CO)O1 | -0.4 | -0.4 | 0.2 | 1.3 | 0.1 | 7.3 | -0.3 | -11.5
CCc1ccccc1N(C(=O)c1snc(C(N)=O)c1N)C(C(=O)NCC1CCCO1)c1ccc(N(C)C)cc1 (stereo not given) | -0.4 | 3.8 | . | 4.9 | -0.1 | -6.0 | -3.6 | 4.5
CCOC(=O)c1c(NC(=O)CSc2ncnc3ccccc23)sc(C(C)=O)c1C | . | -8.3 | 0.0 | . | -0.1 | -48.4 | 5.6 | 3.4
Cc1ncc(CO)c(CO)c1OCC(O)CN1CCN(c2ccc(F)cc2)CC1 (stereo not given) | . | 7.4 | 0.2 | . | 0.0 | -6.4 | 10.4 | 1.9
C[C@@H]1CN([C@H](C)CO)C(=O)Cc2cc(NC(=O)C3CCCCC3)ccc2O[C@@H]1CN(C)S(=O)(=O)c1cn(C)cn1 | -2.8 | -2.6 | 0.0 | 11.2 | 0.0 | -7.0 | . | -13.3
CC(=O)N(C)C[C@@H]1Oc2cc(-c3ccncc3)ccc2S(=O)(=O)N([C@H](C)CO)C[C@H]1C | 2.6 | -6.7 | 0.2 | 4.3 | -0.6 | 2.6 | 8.3 | 3.8
Cc1ccc(N2C(=O)N(c3ccc(C)cc3)C3CS(=O)(=O)CC32)cc1 (stereo not given) | -9.1 | 8.5 | . | 4.5 | -0.2 | 3.0 | . | 2.0
O=C(N=C1SC2CS(=O)(=O)CC2N1c1ccc(F)c(Cl)c1)C1CCCO1 (stereo not given) | 4.4 | . | . | 3.6 | 0.1 | -0.3 | 26.4 | -1.1
Cc1ccc(S(=O)(=O)N(C)C[C@H]2Oc3ccc(NS(=O)(=O)c4ccccc4)cc3C(=O)N([C@H](C)CO)C[C@@H]2C)cc1 | -1.0 | -3.1 | 0.0 | 1.5 | 0.0 | 11.9 | . | -3.8
Cc1[nH]c(=O)[nH]c(=O)c1S(=O)(=O)N1CCCC(C(=O)NCCC2=CCCCC2)C1 (stereo not given) | . | -8.3 | . | . | 0.5 | -16.9 | 3.9 | -1.2
CO[C@@H]1CN(C)C(=O)c2cc(NC(=O)c3cccc(Oc4ccccc4)c3)ccc2OC[C@H](C)NC[C@H]1C | -6.6 | 29.0 | 0.1 | . | 0.5 | . | 20.8 | .
Cc1cccc(NC(=O)Nc2ccc3c(c2)C(=O)N(C)[C@@H]2CC[C@H](CC(=O)O)O[C@H]2CO3)c1 | 3.7 | -7.3 | 0.1 | -3.0 | 0.1 | -10.5 | -7.6 | -5.2
Cc1cccc(NC(=O)CN2CCN(C(=O)c3cncn3-c3ccc(F)cc3)CC2)c1C | -2.8 | 2.9 | . | 3.3 | -0.3 | -7.6 | 0.7 | 2.0
CCC(=O)c1ccc(OCC(O)CN2CCc3ccccc3C2)cc1 (stereo not given) | -7.0 | -6.0 | . | -13.7 | 0.0 | -6.8 | 7.0 | -5.0
C=C(C)CC(NCCc1ccccc1)c1ccco1 (stereo not given) | . | 7.4 | 0.1 | . | 0.2 | -4.1 | -3.3 | -3.3
COC(=O)[C@@]12CCCCN1[C@H](c1ccc(-c3ccc(OC)cc3)cc1)[C@H]1C(=O)N(C)C(=O)[C@H]12 | -21.2 | -11.7 | 0.1 | 2.9 | -0.2 | -5.7 | -1.1 | 0.1
O=C(Oc1ccccc1)c1ccccc1C(=O)Oc1ccccc1 | -1.3 | -8.6 | . | 1.6 | . | -7.2 | . | -8.0
COc1ccc(N(CC(=O)Nc2ccc(Cl)cc2)S(=O)(=O)c2c(C)n[nH]c2C)cc1 | 3.7 | 7.8 | . | -3.7 | 0.0 | 1.5 | -3.9 | 0.2
O=C(C[C@@H]1C[C@H]2c3cc(NS(=O)(=O)c4ccc(F)cc4)ccc3O[C@H]2[C@H](CO)O1)N1CCCCC1 | 18.4 | 11.1 | 0.0 | 11.2 | 0.2 | -15.6 | . | -5.9
Cc1c2cnn(CC(=O)O)c(=O)c2c(C)n1Cc1ccccc1 | -1.2 | 11.0 | . | 7.5 | 0.1 | -1.8 | 0.8 | 3.6
CC(=O)Oc1cccc(C2=CC(=O)CC(C)(C)C2=O)c1 | -4.3 | -11.6 | 2.6 | -7.8 | 0.7 | -2.0 | . | 6.8
O=C(CN1CCOCC1)N1CC(=O)N2[C@@H](CO)[C@H](c3ccc(-c4ccccc4)cc3)[C@@H]2C1 | . | . | 0.3 | . | 0.1 | -0.8 | . | 19.0
CC/C(=N\NC(=O)C(N)=O)c1ccccc1O | . | . | 0.5 | -8.2 | 0.0 | . | 1.1 | .
CCS(=O)(=O)N1CC(=O)N2[C@H](CO)[C@@H](c3ccc(C#CCc4ccccc4)cc3)[C@H]2C1 | . | . | 0.2 | . | 0.0 | -11.1 | . | 19.5
CC#CCN1c2ccccc2[C@]23C[C@@H](C(=O)OC)N(C(C)=O)C2=NC(C(=O)OC)=C(C(=O)OC)[C@H]13 | 1.1 | 5.7 | -0.1 | 4.2 | 0.1 | -9.0 | 7.4 | -7.0
CCOc1ccc(S(=O)(=O)N2CCOCC2)cc1NC(=O)CSCc1ccc(C)cc1 | -10.7 | 49.9 | 0.0 | 0.7 | 0.2 | -24.6 | 6.7 | -0.2
C=C(C)COc1ccc2c(C)c(CC(=O)N3C[C@H]4C[C@@H](C3)c3cccc(=O)n3C4)c(=O)oc2c1 | 9.7 | 8.6 | . | -19.3 | . | -15.1 | . | -3.1
CCOc1ccc(N(CC(=O)NC(C)C)C(=O)CCC(=O)Nc2ccccn2)cc1 | 7.5 | -9.6 | . | 1.5 | 0.0 | -2.8 | 9.4 | -0.7
O=C(Nc1ccccc1)N(CCc1ccncc1)C1CCCCC1 | -0.3 | -6.6 | -0.3 | 8.0 | -0.1 | -90.1 | 0.2 | 16.3
CN(C)S(=O)(=O)c1cccc(NC(=O)COC(=O)c2ccc3ccccc3n2)c1 | -8.6 | 7.9 | 2.4 | 0.1 | 0.2 | -78.0 | -11.6 | -0.4
CN(C)CC(=O)N[C@H]1CC[C@H](CCNC(=O)Nc2ccc(F)cc2)O[C@@H]1CO | 6.9 | 1.0 | 0.9 | 1.9 | -0.3 | 12.1 | . | 18.1
COc1ccc(OCC(=O)NNC(=O)Cn2c(=O)cnc3ccccc32)cc1 | 2.1 | -3.7 | . | -7.8 | 0.0 | -11.3 | . | 15.6
COc1ccc(S(=O)(=O)N2CCCC2CNC(=O)C(=O)NCCc2ccccc2)cc1 (stereo not given) | -15.4 | 44.0 | 1.1 | -4.8 | 0.1 | -8.1 | 27.0 | -0.8

Assay outcomes from PubChem.
